From PubChem BioAssay
Pf Dd2 inh – qHTS Primary assay for Inhibitors of Plasmodium falciparum Dd2 growth in vitro; P. falciparum Dd2 growth, SYBR Green, 72 h; Potency, µM (titrated, usually from 28.9 µM), inactives show top-dose activity, negative = inhibition, usual class: inhibitors; 4.3% of 120,000 active; AID 1347417, 2020; active = well fitted inhibition curve with a large enough effect; inconclusive = small, poorly fitted or top-dose-only effect; inactive = no such curve, though single readings can be large or run the other way;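 also: plate controls were DMSO vehicle for no effect and reference drug for full effect; nearly all actives have a fitted effect of over 65% in size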
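Infected erythrocytes (Dd2, 0.3% parasitemia, 2.5% hematocrit final) are added to compound in RPMI-1640/Albumax II medium, grown 72 h at 37C in low oxygen, then lysed with saponin/Triton-X containing SYBR Green and read by fluorescence.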
Active calls of the source: *; i = inactive; ? = inconclusive; [ ] = another dose, or the depositor's remark. Potency is read from the fitted curve at half-maximal effect.

SMILES | Pf Dd2 inh
COc1ccc(C(=O)NC2CCCN(c3cc(-c4ccccc4)[nH]n3)C2)cc1F (stereo not drawn) | -19%
COC(=O)c1cc2sccc2n1Cc1ccc(F)cc1Cl | -25%
CN(C)C(=O)N1CCC2(CC1)CN(C(=O)c1ccnc(N)c1)Cc1ccccc1O2 | -8%
CCOC(=O)c1cc(-c2ccc(C)cc2)n(CCC(=O)Nc2cc(Cl)ccc2C)c1C | ?
CC(C)n1cc(CN2C[C@@H](COCC(N)=O)[C@H](c3ccncc3)C2)cn1 | -21%
CCS(=O)(=O)N1C[C@@H]2CN(Cc3coc(C)n3)C[C@]2(C(=O)O)C1 | 6%
NC(=O)Cc1c[nH]c2ncc(-c3ccccc3Oc3ccccc3)cc12 | i
O=C(O)[C@]12CCCN[C@@H]1CCN(Cc1cnc(-c3ccccn3)nc1)C2 | 9%
CC(C)Cc1cnc(C2CCCN(C(=O)c3ccc(Cl)cc3)C2)[nH]1 (stereo not drawn) | ?
COc1ccc(-c2nc(C3CC3)nc3c2CN(C(=O)c2ccccc2)CC3)cc1 | ?
CCCCN1CCOc2ccc(C(=O)NCc3ccccc3F)cc2C1 | ?
CS(=O)(=O)N1CCC(C2CCN(C(=O)c3cc(Cl)ccc3F)C2)CC1 (stereo not drawn) | -12%
CCCNC(=O)Cn1c(=O)cc(C)c2c(C)nn(-c3cccc(F)c3)c21 | 4%
CCN1CCN(CCNC(=O)c2cn3ccnc(-c4ccc(OC)cc4)c3n2)CC1 | ?
CCC1CN(C(=O)Nc2ccccc2F)c2cc(C)ccc2O1 (stereo not drawn) | 18%
O=C(NCCc1ccccc1)Nc1cccn2ncnc12 | i
Cc1ccc(OCCC2CCN(C(=O)c3ccccc3F)C2)cc1 (stereo not drawn) | i
O=C(O)CCC(=O)N1Cc2[nH]cnc2C[C@H]1c1nc(-c2ccc3ccccc3c2)no1 | -13%[44.1 µM]
O=C(c1ccc2c(c1)OCO2)N1CCC2(CNc3ccccc3[S+](=O)([O-])N2)C1 (stereo not drawn) | 4%
Cc1nnc([C@H]2CCN(Cc3c[nH]c4ccccc34)C2)o1 | ?
CNC(=O)CCC[C@H]1NC[C@@H]2CCCN3CCC[C@H]1[C@H]23 | 6%
CCCc1noc(-c2cccn3c(CNC(=O)C4CCC4)nnc23)n1 | ?
CC(=O)Nc1ccc(S(=O)(=O)NCC2CCC(C(=O)NCCc3ccc(C)cc3)CC2)cc1 (stereo not drawn) | 9%
Cc1ccsc1CN(C)Cc1c(C)n(C)n(-c2ccccc2)c1=O | 4%
COc1cccc(C(=O)NCc2nnc3cc(-c4nc(C)no4)ccn23)c1 | i
(more compounds)
SMILES | Pf Dd2 inh
CC(O)c1cc2n(n1)CCCN(CC(=O)N1CCOc3ccccc31)C2 (stereo not drawn) | -6%
CCC(C)NC(=O)N1CCC(CCOC)(NS(C)(=O)=O)CC1 (stereo not drawn) | 11%
Cc1nnc2ccc(NCc3ccc(F)cc3)nn12 | -9%
CCCNC(=O)C1CC(=O)N(c2n[nH]c3cccc(F)c23)C1 (stereo not drawn) | -3%
CCCOC(=O)c1c(NC(=O)C2c3ccccc3Oc3ccccc32)sc2c1CCC(C)C2 (stereo not drawn) | ?
CCC(=O)N(C1CCOCC1)C1CCN(Cc2cc(OC)cc(OC)c2)CC1 | 8%
CCN(C1CCOCC1)C1CN(C(=O)C2CC2)C1 | -14%
Cc1cn2nc(C(=O)NCCc3cccs3)cc2c(N2CCCC2)n1 | 7.1µM*
CC(C)CS(=O)(=O)Nc1ccc([C@H]2OCC(=O)N(C(C)C)[C@@H]2CO)cc1 | -9%[44.1 µM]
CN1c2cc(C(=O)NCc3ccc(F)cc3Cl)ccc2C(=O)N2CCCCC21 (stereo not drawn) | ?
NC(=O)c1cc[nH]c1C1CCCN(C(=O)CCCc2nc3ccccc3s2)C1 (stereo not drawn) | -11%
CC(C)NC(=O)N1CCC2(CC1)CN(C(=O)c1ccc3[nH]ccc3c1)Cc1ccccc1O2 | 13µM*
COc1cncc(-c2cc(C(=O)NCc3cccnc3)c3c(c2)N(C)CCO3)c1 | ?
CCN1CCN(C(=O)Cn2c(-c3cccs3)cc3ccccc32)CC1 | -21%
COc1ccc(N2CCN(C(=O)Cn3cnc4sc(C)c(S(=O)(=O)N5CCCCC5)c4c3=O)CC2)cc1 | 10%
Cc1ccc(Cl)cc1NC(=O)Cn1c(=O)oc2cc(S(=O)(=O)N3CCCC3)ccc21 | -13%
O=C(NC1CCCN(c2cc(-c3ccc(Cl)cc3)[nH]n2)C1)c1ccccn1 (stereo not drawn) | ?
CCCCN(CCCC)CCNC(=O)c1cn(CC)c2ccc(S(=O)(=O)N3CCc4ccccc4C3)cc2c1=O | -25%
Cc1nn(-c2ccc(C(F)(F)F)cc2)c(C)c1[C@@H]1C=C[C@@H](NC(=O)CC(C)(C)CC(=O)O)C1 | i
Cc1cc(=O)n(CC(=O)Nc2cc(F)ccc2F)c(-c2ccc(F)cc2)n1 | i
CCS(=O)(=O)Nc1ccc(C)n(CC(=O)N2CCN(CC(C)C)CC2)c1=O | 2%
CN1CC(c2ccccc2)CC2(CCN(C(=O)c3ccccc3)CC2)C1 (stereo not drawn) | i
CCCCCNC(=O)CCN(CC)C(=O)c1cc(C)oc1C | i
O=C(CC1CCCN(c2cnn(CC3CC3)c(=O)c2)C1)NCCN1CCCCC1 (stereo not drawn) | -4%
COC(=O)[C@@H]1Cc2ncn(Cc3ccc(OC)cc3)c2CN1C(=O)c1ccc(F)cc1 | -40%[44.1 µM]
Continuation.
SMILES | Pf Dd2 inh
CCOc1ccccc1CN1CCC2(CCN(C(=O)c3ccccc3Cl)CC2)Oc2ccccc21 | ?
CCOc1ccccc1NC(=O)Cc1csc(COc2cccc(C)c2)n1 | 11µM*
CC(C)C[C@@H](NC(=O)[C@@H]1C[C@@H](NS(=O)(=O)c2cn(C)cn2)CCN1C(=O)COCC(=O)O)C(N)=O | 16%
Cc1cnc(C(=O)NC2C[C@H]3CC[C@@H](C2)N3C(=O)COc2ccc(Cl)cc2C)cn1 (stereo partly drawn) | i
COc1ccc(OCC(=O)Nc2cccc(-c3nc4ccccc4s3)c2C)cc1 | -19%
O=C(c1ccccc1F)N1CCC2(C1)C(=NC1CCCC1)NC(=O)N2c1cccnc1 (stereo not drawn) | -1%
COc1ccc(-c2ccnc3ncnn23)c(F)c1 | 2%
O=C(Cc1ccccc1Cl)N1CCC[C@H]1c1nc(-c2ccc(F)cc2)no1 | 19%
CCCNC(=O)C1COC2(CCN(C(=O)c3ccc(F)cc3)CC2)N1C(=O)c1ccccc1 (stereo not drawn) | -13%
Cc1ccc(CN(C(=O)c2ccccc2[N+](=O)[O-])c2ccccn2)cc1 | i
CNC(=O)c1ccc(Nc2nnc(-c3ccc(C)c(S(=O)(=O)N(C)C)c3)c3ccccc23)cc1 | -11%
O=C(c1ccccn1)N1CCn2c(nn(-c3ccc(Cl)cc3)c2=O)C1 | 9%
CCN(C(=O)c1cc2cc3ccc(OC)cc3nc2o1)c1cccc(C)c1 | i
COc1ccc(C(=O)Nc2ccc([C@H]3OCC(=O)N(Cc4cccnc4)[C@@H]3CO)cc2)cc1 | i
CCc1ccccc1NC(=O)CSc1nnc(CC)c(CC)n1 | i
CCCCn1c(=NC(=O)c2c(-c3c(F)cccc3Cl)noc2C)c(C(=O)OCC)cc2c(=O)n3ccccc3nc21 | 81%[activator]
CC(C)CCN1C[C@@H]2C(=O)N(CCc3ccccc3)C(=O)[C@@H]2C1 | 8.9µM*
CN(Cc1ccccc1)Cc1cc(CC2(NCc3ccccc3O)COC2)no1 | -8%[44.1 µM]
CCNC(=O)c1cccnc1OC1CCN(C(=O)c2ccnn2C)C1 (stereo not drawn) | 14%
CCc1[nH]c2ccc(CNC(=O)C3CC(=O)Nc4ccccc43)cc2c1C (stereo not drawn) | ?
CN(CCCn1cccn1)C(=O)C1C2C(=O)N(c3ccc(F)cc3)C[C@@]23C=C[C@@H]1O3 (stereo partly drawn) | -5%
Cc1cnc(C2CCOCC2)n1C1CCN(C(=O)NCCc2ccccc2)CC1 | ?
COc1ccc(-c2onc(C)c2C)cc1S(=O)(=O)NCCc1ccccc1 | -17%
CCn1ccc(C(=O)N2C[C@@H](COC)[C@H](c3nc(C4CC4)no3)C2)n1 | i
c1ccc(CN2C[C@@H]3CC[C@H](C2)N(Cc2ccc4nsnc4c2)C3)nc1 | ?

12 structures out of the list, ordered by heavy-atom count, rising.
SMILES | Pf Dd2 inh
COc1ccc(-c2ccnc3ncnn23)c(F)c1 | 2%
CC(C)CCN1C[C@@H]2C(=O)N(CCc3ccccc3)C(=O)[C@@H]2C1 | 8.9µM*
O=C(c1ccccn1)N1CCn2c(nn(-c3ccc(Cl)cc3)c2=O)C1 | 9%
c1ccc(CN2C[C@@H]3CC[C@H](C2)N(Cc2ccc4nsnc4c2)C3)nc1 | ?
CCOc1ccccc1NC(=O)Cc1csc(COc2cccc(C)c2)n1 | 11µM*
COc1ccc(OCC(=O)Nc2cccc(-c3nc4ccccc4s3)c2C)cc1 | -19%
CN(CCCn1cccn1)C(=O)C1C2C(=O)N(c3ccc(F)cc3)C[C@@]23C=C[C@@H]1O3 (stereo partly drawn) | -5%
O=C(c1ccccc1F)N1CCC2(C1)C(=NC1CCCC1)NC(=O)N2c1cccnc1 (stereo not drawn) | -1%
COc1ccc(C(=O)Nc2ccc([C@H]3OCC(=O)N(Cc4cccnc4)[C@@H]3CO)cc2)cc1 | i
CNC(=O)c1ccc(Nc2nnc(-c3ccc(C)c(S(=O)(=O)N(C)C)c3)c3ccccc23)cc1 | -11%
CC(C)C[C@@H](NC(=O)[C@@H]1C[C@@H](NS(=O)(=O)c2cn(C)cn2)CCN1C(=O)COCC(=O)O)C(N)=O | 16%
CCCCn1c(=NC(=O)c2c(-c3c(F)cccc3Cl)noc2C)c(C(=O)OCC)cc2c(=O)n3ccccc3nc21 | 81%[activator]

Following part:
SMILES | Pf Dd2 inh
COC(=O)CNC(=O)C1CN(c2ccc(F)cc2)C(=O)N1 (stereo not drawn) | 7%[44.1 µM]
CCCCS(=O)(=O)N1CC(F)(F)C[C@H]1c1nnc(C)o1 | -16%
CCn1cc(S(=O)(=O)N2CCC3(CC2)CC(OC)CCO3)cn1 (stereo not drawn) | 3%
COc1ccccc1N1CCN(C(=O)Cn2ncc3c(=O)oc4ccc(C)cc4c32)CC1 | -1%
c1cc(N2CCOCC2)ncc1-c1noc([C@@H]2CCCN2)n1 | i
CC(=O)c1ccc(S(=O)(=O)N2CCn3cccc3C2c2ccc(F)c(F)c2)cc1 (stereo not drawn) | 1%
O=C(NCCCN1CCN(c2ccccc2)CC1)c1ccc2nc(CCc3ccccc3)oc2c1 | 7.9µM*
CNC(=O)[C@@H]1C[C@H](Oc2ccccc2)CN1S(=O)(=O)Cc1ccccc1F | 8%
O=C(c1ncccc1F)N1C[C@@H](COCC2CC2)[C@H](c2ccncc2)C1 | -5%
Cn1c(=O)cc(C(=O)NC2CCCc3c2[nH]c2c(Cl)cccc32)c2ccccc21 (stereo not drawn) | i
COCCCNC(=O)CCN(CCC(C)C)C(=O)c1cc(C)oc1C | ?
Cc1ccc(N2C(=O)CSC23C(=O)N(CC(=O)Nc2ccc(C(C)C)cc2)c2ccccc23)cc1C (stereo not drawn) | 13µM*
O=C(Nc1ccccc1)NC1CCN(c2nc3ncccc3o2)CC1 | ?
Cc1ccc(NC(=O)N[C@H](Cc2ccccc2)C(=O)N2CCOCCNC(=O)CC2)cc1C | i
COc1ccc(NC(=O)CN2C(=O)NC3(CCOCC3)C2=O)c(OC)c1 | 51%[activator]
CC(C)NC[C@H]1O[C@@H](CO)[C@@H](O)[C@H]1N1CCN(C)CC1 | 5%[44.1 µM]
CSc1ccc(-c2nc(CN3CCOCC(CN(C)C)C3)c(C)o2)cc1 (stereo not drawn) | -30%
CCn1c(C(=O)N2CCC(C(=O)NCCCOC)CC2)cc2sccc21 | -18%
Cc1cc(C(=O)NCc2cccs2)c2c(C3CCCN3)noc2n1 (stereo not drawn) | ?
O=C(c1cnc2c(c1)N([S+](=O)([O-])c1cccnc1)CCC2)N1CCCC(CO)C1 (stereo not drawn) | 31%[activator][44.1 µM]
CN(Cc1ccco1)C1CCc2nn(C)c(=O)n2CC1 (stereo not drawn) | 44%[activator]
Cc1nnc2n1CCC(N(C)C(=O)NCc1ccco1)CC2 (stereo not drawn) | -24%
CC1(C)CN(C(=O)CCc2nc(-c3ccco3)no2)CC1(C)O (stereo not drawn) | -3%
COc1ccc(OC)c(NC(=O)C2=C(C)C(=O)OC23CCCCCC3)c1 | -10%
O=C(N[C@@H]1COCC[C@@H]1OCc1ccccc1)c1nc2ncccc2[nH]1 | -10%

Shown in markdown: 2 of the compounds above
| Molecule | Pf Dd2 inh |
| --- | --- |
| CSc1ccc(-c2nc(CN3CCOCC(CN(C)C)C3)c(C)o2)cc1 (stereo not drawn) | -30% |
| O=C(NCCCN1CCN(c2ccccc2)CC1)c1ccc2nc(CCc3ccccc3)oc2c1 | 7.9µM* |

Next section:
SMILES | Pf Dd2 inh
N#Cc1ccc(C(=O)N2CCC(n3cc(-c4nc(-c5ccccc5)no4)nn3)CC2)cc1 | -4%
Cn1c(CNC(=O)c2cc[nH]c2C2CCCNC2)nc2ccccc21 (stereo not drawn) | -4%
COc1ccc(CCNC(=O)c2c(C)noc2-c2ccco2)cc1OC | -21%
Cc1cc(C)n(C(C)CNC(=O)c2cccc(CCC(C)(C)O)c2)n1 (stereo not drawn) | 14%
Cc1nnc(N2CCC(C(=O)N3CCCCC3)CC2)c2nn(-c3ccccc3)c(C)c12 | ?
COc1ccc(CN2CCc3nc(C(C)C)nc(-c4ccc(Cl)cc4)c3CC2)cc1 | ?
CNC(=O)N1CCC2(CC1)CC(N1CCN(c3ccccn3)CC1)CCO2 (stereo not drawn) | -12%
O=C1CCCN1CCCN1C(=O)[C@H]2CN(Cc3ccccc3Cl)C[C@H]2C1=O | i
CN(C)CC1(O)CCCN(Cc2ccc(-c3ccc(Cl)cc3)o2)C1 (stereo not drawn) | -23%
CCCCC(=O)Nc1ccc(C(=O)OCc2cc(=O)n3ccsc3n2)cc1 | i

A portion of the library (hit frequency here may not be typical).
